Growth percent in the NCI-60 one-dose screen (48 h, 10 µM unless noted): 100 = growth as untreated, 0 = no growth, -100 = all killed.
KM12: KM12 colon cancer cells; 82,000 compounds, 5% hits
A498: A498 renal cancer cells; 76,000 compounds, 5.4% hits; AID 1794774
HCT-116: HCT-116 colon cancer | AID 1794798 | 82,000 compounds, 7.3% hits
HT29: HT29 colon cancer; 81,000 compounds, 7.4% hits
HCT-15: HCT-15 colon cancer; 82,000 compounds, 5.2% hits; AID 1794746
COLO 205: COLO 205 colon cancer | 79,000 compounds, 7.3% hits
SNB-75: SNB-75 CNS cancer; AID 1794750; 79,000 compounds, 5% hits
SW-620: SW-620 colon cancer; 82,000 compounds, 5.2% hits; AID 1794795
HCC-2998: HCC-2998 colon cancer; 79,000 compounds, 4.7% hits
Numbers without * were called inactive; x = not tested or not shown. Rule for the calls: active = growth percent below 10; inactive = the rest.

1	C#CC(c1ccccc1)(c1ccccc1)n1ccnc1
2	CC(=O)OC1CCC2(C)C(=CCC3C2CCC2(C)C(C(C)=O)CCC32)C1 (configuration not stated)
3	O=C(/C=C/c1ccc(Br)cc1)c1ccc(Br)cc1
4	Oc1[nH]c2ccccc2c1/C=c1/ccc2c(c1)N=C(c1cccs1)N=2
5	CN(C)c1ccc(C2(Cl)c3ccccc3N(C)c3ccccc32)cc1
Screen / compound no.	1	2	3	4	5
KM12	96.1	104.7	90.4	51.5	36.7
A498	94.8	111.3	94.3	43.4	77.2
HCT-116	91.1	94.7	88.9	62.5	5.5*
HT29	95.5	84.8	x	56.4	12.1
HCT-15	97.5	93.7	95.1	55.1	64.5
COLO 205	113.6	120.0	121.3	81.5	43.1
SNB-75	87.3	105.5	104.8	29.0	71.2
SW-620	104.9	106.3	96.8	83.1	21.6
HCC-2998	108.6	120.7	87.7	105.2	77.4

6	COc1ccc(C2=NN(C(C)=O)C(c3cc(-c4cc5ccccc5o4)n(-c4ccccc4)n3)C2)cc1OC (configuration not stated)
7	COc1cc(C)ccc1Oc1nc(Nc2ccc(N3CCOCC3)cc2)ncc1NCc1ccc(Cl)cc1
8	Cc1ccc2c(Cn3cc(COc4ccc5c(c4)NC(=O)CC5)nn3)cc(=O)oc2c1C
9	O=[N+]([O-])c1ccc(S(=O)(=O)N2CCN(c3ccnc4cc(Cl)ccc34)CC2)c([N+](=O)[O-])c1
10	CCCC(=O)N(CCC(C)C)c1ccccc1
Screen / compound no.	6	7	8	9	10
KM12	98.8	93.8	86.2	103.0	102.7
A498	96.9	63.0	70.9	90.0	84.1
HCT-116	103.6	80.7	83.3	77.5	104.4
HT29	113.9	79.1	87.7	93.5	93.1
HCT-15	97.5	88.6	77.2	66.6	109.6
COLO 205	100.9	87.8	89.6	91.4	105.0
SNB-75	85.3	74.0	91.4	73.8	78.8
SW-620	x	96.8	101.9	40.5	101.5
HCC-2998	108.1	94.8	99.4	105.5	101.8

11	COc1ccc(C(=O)/C=C/c2ccc3c(c2)OCCO3)cc1S(N)(=O)=O
12	Cc1cc(=O)[nH]c(N2CCCCC2)n1
13	CC(C)(C)OC(=O)n1cc(-c2nc(-c3ccsc3)cs2)c2cc(Br)ccc21
14	C=C(C)[C@@H]1CC[C@]2(C(=O)NCC(=O)O)CC[C@]3(C)[C@H](CC[C@@H]4[C@@]5(C)Cc6c([nH]c7ccccc67)C(C)(C)[C@@H]5CC[C@]43C)[C@@H]12
15	CCc1cccc(CC)c1NC(=S)NN
Screen / compound no.	11	12	13	14	15
KM12	85.8	111.7	105.8	88.1	107.4
A498	108.6	x	x	77.2	85.4
HCT-116	42.9	109.0	96.1	77.4	96.6
HT29	33.4	104.8	90.5	88.2	117.5
HCT-15	41.9	103.8	100.1	77.5	94.6
COLO 205	91.9	121.9	115.6	x	123.8
SNB-75	82.5	88.4	105.4	64.2	85.8
SW-620	32.3	110.8	102.4	85.0	102.1
HCC-2998	99.1	102.3	108.8	98.4	110.4

16	Cc1cccc(C(=O)NNC(=O)c2c(C)[nH]c(-c3nc4ccccc4[nH]3)c2C)c1
17	CCOC(=O)C(CC)(C(=O)OC)c1ccccc1 (configuration not stated)
18	CCCn1cc(/C=N\N=C2\C(=O)Nc3ccc(Cl)cc32)c2ccccc21
19	CNC(=O)c1cccn1C
20	O=C(CCCl)c1ccc(O)cc1
Screen / compound no.	16	17	18	19	20
KM12	106.6	109.1	76.0	107.1	106.4
A498	x	86.0	84.0	75.1	89.7
HCT-116	102.7	101.1	79.9	109.2	103.9
HT29	102.8	95.2	86.8	105.9	101.3
HCT-15	107.2	100.1	75.6	102.5	108.3
COLO 205	x	113.6	88.0	109.1	119.9
SNB-75	99.8	101.2	81.6	108.7	98.9
SW-620	100.8	105.9	93.9	99.1	100.9
HCC-2998	113.7	99.8	102.5	110.2	105.1

21	O=C(NNC(=O)c1ccncc1)Nc1ccc([N+](=O)[O-])cc1
22	C/C(=N/N=C(N)N)C(=O)O
23	Cc1ccc(S(=O)(=O)OC(C#N)c2ccccc2)cc1 (configuration not stated)
24	C=C1C(=O)O[C@H]2[C@H]1CC/C(COC(=O)CCCc1c[nH]c3ccccc13)=C\CC[C@@]1(C)O[C@@H]21
25	CCCCCCCCCCNC(=O)CBr
Screen / compound no.	21	22	23	24	25
KM12	103.9	114.4	109.5	85.7	102.2
A498	115.0	98.2	114.4	102.7	84.7
HCT-116	109.9	110.7	99.4	-77.5*	86.5
HT29	99.5	103.3	101.4	21.7	97.3
HCT-15	100.9	111.1	106.0	7.6*	93.3
COLO 205	111.6	119.3	111.6	64.8	106.8
SNB-75	110.8	87.1	85.2	76.4	83.9
SW-620	100.0	107.5	106.1	24.9	98.1
HCC-2998	105.7	105.5	116.5	101.6	95.2

26	COC12C=CC34c5ccccc5C(=O)N3c3ccccc3C(O1)C4C2 (configuration not stated)
27	COc1ccccc1CCC1CCNc2ccccc21 (configuration not stated)
28	COc1ccc(NC(=O)Nc2nc(N)n(-c3ccc(S(N)(=O)=O)cc3)n2)cc1
29	O=C(C[n+]1ccccc1)c1ccc(Br)cc1
30	Cc1ccc(NC(c2ccc(OC(F)F)c(OCC3CC3)c2)c2nnnn2C2CCCCC2)cc1 (configuration not stated)
Screen / compound no.	26	27	28	29	30
KM12	103.6	91.2	95.5	95.1	86.5
A498	102.0	52.8	113.3	129.8	97.9
HCT-116	95.7	65.5	97.0	99.1	77.3
HT29	98.2	74.0	106.6	92.6	94.4
HCT-15	103.0	85.5	108.5	100.2	93.8
COLO 205	117.1	90.6	112.3	99.1	97.5
SNB-75	109.0	86.0	94.5	87.8	82.6
SW-620	103.4	80.4	90.9	109.1	100.4
HCC-2998	110.2	101.5	102.1	103.2	119.5

31	NC(=O)c1c(Nc2ccc(Cl)cc2)nn2c(-c3ccc(Br)cc3)c(-c3nc4ccccc4s3)c(N)nc12
32	CC(O)CN1CNC(=S)NC1 (configuration not stated)
33	COc1cccc(-c2nn(-c3ccccc3)cc2-c2ccnc(NCCNC(=O)Nc3cccc(C(F)(F)F)c3)c2)c1
34	O=C(COc1ccc(/C=C2\CSc3ccccc3C2=O)cc1)Nc1nccs1
35	O=C1/C(=C/c2ccc3c(c2)OCO3)C(=S)SN1Cc1ccco1
Screen / compound no.	31	32	33	34	35
KM12	107.2	97.8	2.5*	13.8	107.3
A498	103.3	95.7	39.7	159.4	105.7
HCT-116	89.3	96.5	10.5	48.2	101.8
HT29	105.1	107.3	-43.6*	74.7	x
HCT-15	98.2	100.6	6.2*	84.6	96.5
COLO 205	118.5	97.9	-13.3*	117.0	118.8
SNB-75	95.9	96.2	46.3	87.8	64.9
SW-620	107.7	111.5	39.0	17.3	109.9
HCC-2998	119.5	96.0	-47.0*	103.5	112.4

36	Cc1ccc(S(=O)(=O)O)c(C)c1
37	CC(=O)CC(=O)OC/C=C(/C)CCC=C(C)C
38	Nc1ccc(NC(=O)c2ccc(C(=O)Nc3ccc(N)cc3)cc2)cc1
39	Cc1ccc2c(n1)C(=O)C(Oc1ccc(C(F)(F)F)cc1)=CC2=O
40	Nc1nc(-c2nnc(NCc3ccccc3)s2)cs1
Screen / compound no.	36	37	38	39	40
KM12	108.9	104.9	99.1	96.4	109.8
A498	94.1	117.4	89.5	x	96.0
HCT-116	100.7	98.9	90.0	78.7	102.7
HT29	102.7	107.8	102.2	105.4	99.4
HCT-15	104.0	101.9	101.1	79.2	95.7
COLO 205	104.4	108.5	121.8	x	107.0
SNB-75	82.8	105.0	101.7	74.4	91.3
SW-620	98.8	104.8	96.7	99.9	110.7
HCC-2998	107.2	97.2	97.8	103.9	108.6

Single records, as listed above:
Entry for Cc1ccc(S(=O)(=O)O)c(C)c1 = KM12: 108.9; A498: 94.1; HCT-116: 100.7; HT29: 102.7; HCT-15: 104.0; COLO 205: 104.4; SNB-75: 82.8; SW-620: 98.8; HCC-2998: 107.2
Entry for Nc1nc(-c2nnc(NCc3ccccc3)s2)cs1 = KM12: 109.8; A498: 96.0; HCT-116: 102.7; HT29: 99.4; HCT-15: 95.7; COLO 205: 107.0; SNB-75: 91.3; SW-620: 110.7; HCC-2998: 108.6
Entry for Nc1ccc(NC(=O)c2ccc(C(=O)Nc3ccc(N)cc3)cc2)cc1 = KM12: 99.1; A498: 89.5; HCT-116: 90.0; HT29: 102.2; HCT-15: 101.1; COLO 205: 121.8; SNB-75: 101.7; SW-620: 96.7; HCC-2998: 97.8

Continuation:
41	Cc1ccc(C(=O)c2ccc3nc(-c4ccc(F)cc4)n(C)c3c2)cc1
42	CC(C)C1CCC(C(=O)N[C@@H](Cc2ccccc2)C(=O)O)CC1 (some centres not stated)
43	O=c1oc2ccccc2cc1-c1csc(N=Nc2c(O)n(Cc3ccccc3)c3ccc(Br)cc23)n1
44	Cc1cc[n+](CCCC[n+]2ccc(C)cc2)cc1
45	OCC[C@@H]1C[C@@H]1c1cc2ccccc2o1
Screen / compound no.	41	42	43	44	45
KM12	105.0	105.8	112.8	90.5	104.0
A498	113.6	102.1	109.4	120.6	94.4
HCT-116	101.8	114.0	102.8	100.2	90.0
HT29	108.2	113.0	113.8	113.1	102.3
HCT-15	103.0	100.7	100.4	93.0	105.4
COLO 205	107.6	111.4	131.7	109.7	104.3
SNB-75	101.8	99.3	115.0	105.9	87.2
SW-620	105.7	100.2	116.6	103.1	103.5
HCC-2998	106.3	94.6	119.9	103.5	100.2

46	CCOc1ccc(N2CCC(=O)NC2=S)cc1
47	CCCCCCCCCCCCN(CCCCCCCCCCCC)CC(O)c1cc2c(c3ccccc13)CCCC2 (configuration not stated)
48	O=C1C2C(c3ccccc3)=C(c3ccccc3)C1[C@@]1(c3ccccc3)C(c3ccccc3)=CC(=O)[C@@H]21 (some centres not stated)
49	COc1ccc2occ(/C=c3\sc4nc5ccccc5n4c3=O)c(=O)c2c1
50	CCCN1CCN(C(=S)SC(SC(=S)N2CCN(CCC)CC2)C(=O)c2nnn(-c3ccc([N+](=O)[O-])cc3)c2C)CC1
Screen / compound no.	46	47	48	49	50
KM12	103.7	97.9	71.5	112.4	97.1
A498	94.8	106.6	x	87.1	98.2
HCT-116	100.7	102.8	22.3	98.5	98.1
HT29	112.7	106.4	70.9	110.1	85.7
HCT-15	102.4	109.2	58.4	104.6	96.7
COLO 205	104.3	111.5	74.9	103.1	105.1
SNB-75	81.1	99.0	53.8	95.9	103.7
SW-620	95.3	103.6	70.4	100.5	103.4
HCC-2998	104.0	93.8	25.5	110.3	112.4

51	Cc1cc(N(C)C)nc(SCc2ccc(Cl)cc2Cl)n1
52	CN1CC(c2ccccc2)C(C(=O)c2ccc(Br)cc2)C12C(=O)Nc1ccccc12 (configuration not stated)
53	Fc1cc(-c2nnc3sc(-c4ccc(Cl)cc4Cl)nn23)c(Cl)cc1Cl
54	CNc1nc(SCc2ccc(F)cc2)ncc1C
55	c1ccc(-c2oc3ncnc(NCCCNc4ncnc5oc(-c6ccccc6)c(-c6ccccc6)c45)c3c2-c2ccccc2)cc1
Screen / compound no.	51	52	53	54	55
KM12	94.2	100.5	96.0	99.5	106.3
A498	95.7	104.9	109.0	74.4	89.6
HCT-116	84.9	86.3	45.9	108.9	90.2
HT29	86.7	87.2	72.1	106.0	82.9
HCT-15	97.5	95.7	90.7	107.7	101.1
COLO 205	115.1	112.2	72.3	116.2	108.3
SNB-75	85.0	96.1	49.1	99.3	90.4
SW-620	101.5	95.4	81.7	105.1	101.2
HCC-2998	98.9	99.7	93.0	103.8	111.5

56	COc1cccc(Cn2c(-c3nonc3NC(C)=O)nc3ccccc32)c1
57	CS(=O)(=O)c1ccc(-c2nn(-c3ccccc3)cc2/C=N/NC(=O)c2nc(N)n[nH]2)cc1
58	O=C1C2=C(SC3c4cccn4CCN3C2=S)c2ccccc21 (configuration not stated)
59	O=C1C2=C(C(=O)c3c(O)ccc(O)c31)N(c1cccnc1)Cc1ccccc1O2
60	CCCCC(CC)COC(C)=O (configuration not stated)
Screen / compound no.	56	57	58	59	60
KM12	30.4	94.7	105.0	-4.0*	100.9
A498	-0.8*	101.4	143.4	99.0	86.3
HCT-116	42.7	94.8	104.1	-71.0*	107.7
HT29	21.5	100.9	107.6	-60.4*	111.4
HCT-15	34.9	88.9	104.8	-32.8*	108.5
COLO 205	23.8	96.3	114.4	-60.9*	100.1
SNB-75	10.1	103.1	71.9	22.1	91.2
SW-620	28.7	88.4	106.5	-45.9*	103.5
HCC-2998	49.3	116.8	x	-31.2*	105.0

61	CC12CCCC(=O)N1c1ccccc1-c1nc(-c3ccc(F)cc3)nn12 (configuration not stated)
62	NCCOc1ccccc1/C=C1\c2ccccc2-c2ccc([N+](=O)[O-])cc21
63	Cc1cccnc1NC(=O)C(C)c1ccc(Nc2ccnc(C(F)(F)F)c2)cc1 (configuration not stated)
64	Cc1cc(C)c(S(=O)(=O)Oc2ccccc2[N+](=O)[O-])c(C)c1
65	O=C(c1ccccc1)c1ccc2nc(-c3cccc(Br)c3)[nH]c2c1
66	Cc1cc(=O)oc2cc(Oc3nc(-c4ccc(Cl)cc4)cn4c(-c5ccc(Cl)cc5)cnc34)ccc12
67	C=C[C@]1(C)C=C2C(=O)[C@@]3(O)OC(=O)[C@@]4(CCCC(C)(C)[C@H]34)[C@@]2(O)CC1
Screen / compound no.	61	62	63	64	65	66	67
KM12	101.3	-59.9*	104.1	23.0	84.6	81.2	8.3*
A498	62.2	25.1	80.0	x	111.1	105.3	-94.6*
HCT-116	103.0	-95.3*	95.7	19.7	69.6	92.1	-93.4*
HT29	100.6	-59.7*	118.1	3.9*	91.2	47.7	-2.7*
HCT-15	100.3	-52.7*	103.6	15.8	68.3	63.8	-30.5*
COLO 205	103.8	-75.4*	113.3	22.9	102.3	97.5	-98.2*
SNB-75	62.1	-5.6*	105.7	-18.4*	95.8	91.6	-78.8*
SW-620	89.2	-82.4*	103.1	8.0*	74.6	66.7	-42.0*
HCC-2998	100.2	-53.3*	114.2	32.1	98.4	105.8	-91.3*

Bioassay records deposited in PubChem by NCI.
